hcGAS lum = Primary biochemical luminescence assay for human cyclic GMP-AMP synthase inhibitors; Q8N884; recombinant h-cGAS, ATP depletion, Kinase-Glo luminescence; inhibition, % at 12.5 µM; 290,000 compounds, 0.081% hits; AID 1259398, 2018;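 further: 0% = vehicle reaction and 100% = reaction without DNA for no activity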
Target sequence (Q8N884 whole entry, looked up): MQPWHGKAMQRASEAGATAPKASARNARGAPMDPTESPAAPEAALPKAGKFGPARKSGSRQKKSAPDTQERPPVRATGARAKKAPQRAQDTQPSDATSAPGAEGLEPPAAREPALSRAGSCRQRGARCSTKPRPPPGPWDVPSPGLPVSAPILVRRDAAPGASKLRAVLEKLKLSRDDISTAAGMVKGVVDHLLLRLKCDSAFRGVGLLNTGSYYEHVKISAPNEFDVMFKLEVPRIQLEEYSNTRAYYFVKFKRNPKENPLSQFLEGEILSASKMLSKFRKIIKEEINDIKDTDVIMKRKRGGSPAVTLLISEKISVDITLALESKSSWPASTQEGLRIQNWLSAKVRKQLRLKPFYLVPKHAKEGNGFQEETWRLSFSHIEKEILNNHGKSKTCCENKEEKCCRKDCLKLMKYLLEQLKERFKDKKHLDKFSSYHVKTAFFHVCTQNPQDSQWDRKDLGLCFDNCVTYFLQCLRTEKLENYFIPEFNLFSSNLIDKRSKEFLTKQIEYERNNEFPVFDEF
NPYLR7 ag = agonists of mosquito NPYLR7 receptor, primary screen, cell-based, Aedes aegypti, calcium fluorescence, mosquito biting behavior; 270,000 compounds, 0.15% hits; Aedes aegypti neuropeptide Y-like receptor 7 (NPYLR7); activation, % at 10 µM; AID 1259423, 2018; HEK293T NPYLR7/Galpha15, GCaMP6s calcium fluorescence; in the data active means activation above about 40%;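 further: 0% = vehicle and 100% = reference agonist at the receptor; some compounds past the cut are filed as inactive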
mcGAS inh = cyclic GMP-AMP synthase inhibitors, mouse, primary biochemical chemiluminescence. recombinant cGAS, Kinase-Glo ATP depletion luminescence. inhibition, % at 12.5 µM. 160,000 compounds, 0.15% hits. AID 1259399, 2018;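 further: 0% = negative control wells and 100% = reference inhibitor with no enzyme activity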
* = called active by the depositor; . = no result given; & = joins results of further samples. Unless noted, no stated cut-off is given here; in the data, active means inhibition above about 40%; inactive means the rest. The order is random; about 0.27% have a hit in one of these screens.

SMILES	hcGAS lum	NPYLR7 ag	mcGAS inh
CNC(=O)[C@H]1C[C@]2(CCCCN(C)C2=O)N(C(=O)c2ccc(NC(C)=O)cc2)[C@H]1c1ccco1	-3	4	-5
CS(=O)(=O)c1ccc(-c2csc(NC(=O)CC3CCCC3)n2)cc1	16	6	.
COc1ccc(N(C(C)=O)c2nc(C=C3COc4ccccc4C3=O)cs2)cc1	-9	3	.
Cc1[nH][nH]c(=O)c1N=Nc1ccc(F)cc1	-6	-4	-8
COCCn1c(SCC(=O)c2ccc(Cl)cc2)nc2c([nH]c3ccccc32)c1=O	3	0	-2
CC(C)(C)OC(=O)NC1CCN(C(=O)C2CCCCC2C(=O)N2CCC(C#N)(c3ccccc3)CC2)C1 (stereo unspecified)	-5	-5	-4
O=C(Nc1ccccc1[N+](=O)[O-])c1cc2ccccc2o1	-10	5	.
CCOc1ccc(N2C(=O)CC(Sc3ncn[nH]3)C2=O)cc1 (stereo unspecified)	1	-4	.
COCCN1CCN(CCS(=O)(=O)C(F)(F)F)CC1	-9	6	.
COc1ccc2c(c1)sc(=NC(=O)CCS(=O)(=O)c1ccc(Cl)cc1)n2C	-4	-1	0
CCOc1ccc(C(=O)N2CCN(c3ncnc4c3nnn4Cc3ccccc3)CC2)cc1	-1	-11	-1
NC(=O)c1ccncc1NS(=O)(=O)c1cccc(Cl)c1	-9	-3	-14
COC[C@@H]1CCCN1C(=O)C1CC(=O)N(Cc2ccc(Cl)cc2)C1 (stereo partly specified)	-4	7	.
CCc1ccc(N2CC(C(=O)N3CCOc4cc(N(C)C)ccc43)CC2=O)cc1 (stereo unspecified)	-7	5	.
CCOC(=O)C1CCCN(C(=O)c2cc3n(n2)CCN(Cc2c(Cl)cccc2Cl)C3=O)C1 (stereo unspecified)	-4	15	-6

6 compounds from above with just mcGAS inh and NPYLR7 ag.
Compound | mcGAS inh | NPYLR7 ag
COCCn1c(SCC(=O)c2ccc(Cl)cc2)nc2c([nH]c3ccccc32)c1=O | -2 | 0
CC(C)(C)OC(=O)NC1CCN(C(=O)C2CCCCC2C(=O)N2CCC(C#N)(c3ccccc3)CC2)C1 (stereo unspecified) | -4 | -5
O=C(Nc1ccccc1[N+](=O)[O-])c1cc2ccccc2o1 | . | 5
CCOc1ccc(N2C(=O)CC(Sc3ncn[nH]3)C2=O)cc1 (stereo unspecified) | . | -4
COCCN1CCN(CCS(=O)(=O)C(F)(F)F)CC1 | . | 6
COc1ccc2c(c1)sc(=NC(=O)CCS(=O)(=O)c1ccc(Cl)cc1)n2C | 0 | -1

(more compounds)
SMILES	hcGAS lum	NPYLR7 ag	mcGAS inh
O=C(Nc1cccc(F)c1)N1CCSC1c1cccc(Oc2ccccc2)c1 (stereo unspecified)	-13	14	-5
O=C(NS(=O)(=O)c1cccs1)c1cc(F)c(F)c(F)c1	-1	12	.
O=C(NCC1CCCO1)c1cccc(Nc2c(Oc3cccc(Cl)c3)cnn(-c3ccccc3)c2=O)c1 (stereo unspecified)	1	0	-4
CN(Cc1ccccc1N1CCCC1)S(=O)(=O)c1ccc2[nH]c(=O)[nH]c2c1	-3	8	.
CCS(=O)(=O)c1ncc(CN(C)CC2CCCCO2)n1Cc1ccccc1 (stereo unspecified)	-2	0	.
COc1ccccc1C1c2cccn2CCCN1Cc1cc(F)ccc1F (stereo unspecified)	-4	0	-4
COC(=O)c1cc(OC)c(OC)cc1NS(=O)(=O)c1ccccc1	-8	2	.
CCN1CCN(c2nc(Nc3cc(C)ccc3C)c3nccnc3n2)CC1	-1	2	.
Cc1c(C(=O)N2CCN(C(=O)Nc3cccc(Br)c3)CC2)cc(-c2ccccc2)n1-c1ccccc1Cl	-2	26	-5
COC(=O)C1(NC(=O)C(C)OCc2ccccc2)CCCCC1 (stereo unspecified)	-15	-4	.
COc1cc(OC)c(CNC(=O)c2c(C)noc2-c2ccccc2Cl)c(OC)c1	-4	-6	-7
CN(CC(=O)Nc1cnccn1)Cc1cc(-c2ccccc2)on1	-6	5	-11
O=C1NC(=O)C(=Cc2cccc(Cl)c2Cl)S1	-3	9	.
CCOC(=O)C1CCCN(CC(=O)N2N=C(c3cccc(OC)c3)CC2c2ccc(OC)cc2OC)C1 (stereo unspecified)	-6	-1	-5
CCCCN(CC(=O)N(Cc1cccn1Cc1ccccc1Cl)CC(C)C)S(=O)(=O)c1c(C)cc(C)cc1C	2	0	-3
CC(Nc1ccc(S(N)(=O)=O)cc1C(N)=O)c1ccc2c(c1)CCCC2 (stereo unspecified)	-7	6	.
COc1ccc(CC2=NOC(C(=O)N3CCC(OCc4ccccc4)CC3)C2)cc1 (stereo unspecified)	-7	5	-13
Cc1ccc(S(N)(=O)=O)cc1C(=O)N1CCCN(CC(C)C)CC1	-8	6	.
CC(C)SC(NC(=O)OCc1ccccc1)C(=O)NCCNc1ccc([N+](=O)[O-])cn1 (stereo unspecified)	-4	-8	-4
O=C(CCCOc1ccccc1)N(Cc1ccco1)Cc1c(F)cccc1Cl	-1	0	2
CN(C)CCCN(C(=O)c1ccc2c(c1)OCCO2)c1nc2c(F)cc(F)cc2s1	-7	3	-7
CC(C)NC(=O)CN(C)C(=O)C1(C)CC1(Cl)Cl (stereo unspecified)	-1	15	.
O=C1NC2(CCN(Cc3ccccc3C(F)(F)F)CC2)Nc2cccc(F)c21	-4	-2	-4
CCOC(=O)c1cnn(-c2ncnc3sc4c(c23)CCC4)c1N	-5	18	.
Cc1c(Br)c([N+](=O)[O-])nn1CC(=O)Nc1c(F)cc(F)cc1Br	-3	-1	-7
CC(C(=O)N1CCC(CS(N)(=O)=O)CC1)c1cccc(Cl)c1 (stereo unspecified)	-7&-4	-1&-24	.
Cc1ccc(CSc2ccc3nnc(CCNS(=O)(=O)c4ccccc4)n3n2)cc1	-6	-2	-8
CCC1=NOC(CN2CCOc3c(O)cc(-c4nc(C)cnc4C)cc3C2)C1 (stereo unspecified)	-3	-2	-19
CN(CC(=O)Nc1ccccc1Cl)C(=O)CCn1cnc2ccccc2c1=O	-9	-8	.
Cc1nc(-c2ccc(S(=O)(=O)N3CCCCC3)cc2)cs1	-2	13	-9

The list goes on; the last five above are carried over.
SMILES	hcGAS lum	NPYLR7 ag	mcGAS inh
CC(C(=O)N1CCC(CS(N)(=O)=O)CC1)c1cccc(Cl)c1 (stereo unspecified)	-7&-4	-1&-24	.
Cc1ccc(CSc2ccc3nnc(CCNS(=O)(=O)c4ccccc4)n3n2)cc1	-6	-2	-8
CCC1=NOC(CN2CCOc3c(O)cc(-c4nc(C)cnc4C)cc3C2)C1 (stereo unspecified)	-3	-2	-19
CN(CC(=O)Nc1ccccc1Cl)C(=O)CCn1cnc2ccccc2c1=O	-9	-8	.
Cc1nc(-c2ccc(S(=O)(=O)N3CCCCC3)cc2)cs1	-2	13	-9
O=C(NCCCn1nc(-c2ccccc2)ccc1=O)c1ccccc1C(F)(F)F	-2	2	.
Cc1nccn1-c1cc(NCCNC(=O)c2ccco2)ncn1	-2	-19	-11
Cc1nc(C)c(-c2ccc(SCc3ccc([N+](=O)[O-])cc3)nn2)s1	-1	-11	-4
CN(Cc1ccc2ccccc2n1)C(=O)c1ccc(CSc2ncn[nH]2)o1	5	1	.
CC(C(=O)Nc1c(Cl)cccc1Cl)N1CCN(S(=O)(=O)c2cc(F)ccc2F)CC1 (stereo unspecified)	-6	-2	.
COCCC1(C(=O)O)CCN(c2nc(-c3ccccc3)nc3ccccc23)CC1	-2	23	.
Oc1ccc(C=NNC(=S)NCC2CCCO2)c(O)c1 (stereo unspecified)	-2	2	.
O=C(c1cn(Cc2cccc(C(F)(F)F)c2)nn1)N1CCN(Cc2cccc(F)c2)CC1	-8	.	-10
O=[N+]([O-])c1cccc(S(=O)(=O)Nc2cccc3ccccc23)c1	-6	2	.
Cc1ccccc1C(C)NC(=O)CCc1cn(C)nc1C (stereo unspecified)	-9	12	-7
COc1ccc(NC(C)c2nc(-c3ccco3)no2)cc1 (stereo unspecified)	-3	10	.
Nc1ccc2oc(=O)[nH]c2c1	-9	2	-6
O=C1CC(c2coc3ccccc3c2=O)Sc2ccccc2N1 (stereo unspecified)	-5	-4	.
CCCCCCn1c(-c2ccc(OC)cc2)csc1=Nc1cc(OC)cc(OC)c1	-7	0	-4
COc1ccc(OC)c(-c2cn3ccn(-c4cccc(Cl)c4C)c(=O)c3n2)c1	-3	1	-2

Sorted by molar mass (ascending): part of the list above.
SMILES	hcGAS lum	NPYLR7 ag	mcGAS inh
COc1ccc(NC(C)c2nc(-c3ccco3)no2)cc1 (stereo unspecified)	-3	10	.
Cc1nccn1-c1cc(NCCNC(=O)c2ccco2)ncn1	-2	-19	-11
O=[N+]([O-])c1cccc(S(=O)(=O)Nc2cccc3ccccc23)c1	-6	2	.

(next part)
SMILES	hcGAS lum	NPYLR7 ag	mcGAS inh
COC(=O)c1sccc1NC(=O)c1ccc(-n2nc(C)cc2C)cc1	-6	18	.
O=C1NC(=S)NC(=O)C1=Cc1ccc(-c2cc([N+](=O)[O-])ccc2O)o1	51*	-16	42*
O=C(NC1CCCC1)c1csc2c1CCCC2	-10	2	-3
N#CCc1nn(-c2ccccc2)c(N)c1C#N	0	7	0
CC(C)Cn1c(=O)c2c(nc3n2CC(C)CN3c2ccc(F)cc2)n(C)c1=O (stereo unspecified)	4	9	-5
Cc1nccn1-c1cc(NCCNC(=O)C(C)C)ncn1	-7	-16	-11
Cc1ccc(/C=C/C(=O)Nc2cccnc2N2CCOCC2)s1	-9	-3	.
CC(c1ccco1)N(C)c1ncnc2c1c(Br)nn2C (stereo unspecified)	-8	14	.
O=C(NCc1cccc(OC(F)F)c1)c1sc2cc3c(cc2c1Cl)OCO3	-3	-3	-3
COc1ccc(C(=O)N2CC[C@@H](c3ccc4ccccc4c3)[C@H](O)C2)o1	-4	0	.
Brc1ccc(-n2cccc2/C=N\n2cnnc2)cc1	-1	-4	-6
Cc1ccc(Cl)cc1-n1c(SCc2nc(C(=O)N3CCN(Cc4ccc5c(c4)OCO5)CC3)cs2)nnc1-c1ccco1	-2	14	-5
Cc1cc(N=C2C=C(N3CCOCC3)CC(C)(C)C2)n[nH]1	-7	3	.
Cc1ccc(NC(=O)CNC[C@H]2CCc3ccccc3O2)c(C)c1	-7	1	.
O=C(Nn1cnc2sccc2c1=O)c1csc2c1CCCC2	-7	13	.
Cc1noc(C)c1CN1CCN2C=C(C(=O)Nc3cccc(Cc4ccccc4)c3)OC2=NC1=O	-11	0	.
Cc1ccc2oc(=O)n(CCC(=O)N3[C@@H]4CC[C@H]3CNC(=O)C4)c2c1	-4	3	.
Cc1cc(C)cc(-n2nc3c(c2NC(=O)c2cccs2)CSC3)c1	-7	-1	.
O=C(c1cccc(Cl)c1)N1CCC2(CC1)SCCN2C(=O)c1ccc(C(F)(F)F)cc1	2	-9	1
Cc1cc(C(=O)N2CCN(C)C(=O)C2(C)C)c(C)o1	-8	1	.
O=C(CCc1ccncc1)N1CCCC(Nc2ccc(F)cc2)C1 (stereo unspecified)	1	-3	.
CCN(CC)CCOc1ccc(/C(=C(\Cl)c2ccccc2)c2ccccc2)cc1	-4&1	-4&-9	.
Nc1nc(SCC(=O)N2CCCCC2)[nH]c(=O)c1NC(=O)c1ccccc1F	-6	-5	-9
O=C(NCCc1ccccc1)C1CCC(=O)N(CCN2CCOCC2)C1 (stereo unspecified)	2	-5	0
COc1cccc(C(=O)N2CCN(c3cc(Oc4cccc(C)c4)ncn3)CC2C)c1 (stereo unspecified)	-8	8	-4
CCOC(=O)C1=C(COC(=O)c2cc3c(C)nn(CC(C)C)c3s2)NC(=O)NC1CC (stereo unspecified)	0	0	.
CCOC(=O)N1CCC(n2ccnc2-c2ccc(CC)o2)CC1	-5	12	.
CCc1cccc(NC(=O)CCN2CCN(CC3CCN(C)CC3)CC2)c1	-4	0	.
O=C(CCc1ccccc1)N1CCN(c2ccc(O)cc2)CC1	-6	-6	.
COc1cccc(-c2csc(=Nc3ccc(Cl)cc3)n2N2CCOCC2)c1	-8	-4	-8
CC(=O)Nc1ccc(-c2nccn2CCSc2ncn[nH]2)cc1	33	0	-10
CN(CC(=O)Nc1ccccc1Cl)C(=O)CN1CCN(c2cccc(Cl)c2)CC1	-2	3	-6
CC(C)CC(=O)NCc1nnnn1C1CCCCC1	-4	1	-7
CCOC(=O)CC(=O)N1CC(=O)N2CCc3c(F)cccc3C2C1 (stereo unspecified)	-7	35	-8
N#Cc1ccc(OC(F)F)c(NC(=O)Cn2ncc3ccccc32)c1	-6	0	.
Cc1onc(-c2ccccc2)c1C(=O)N1CCc2ccccc2C1c1ccc(Cl)cc1 (stereo unspecified)	4	8	1
CCCc1nnc2c(=O)n(-c3ccc(F)cc3)ccn12	-6	9	-8
COc1ccc(N(CCN2C(=O)CNC2=O)Cc2ccccc2)cc1	-8	8	.
COC(=O)CN(Cc1ccc(Cl)cc1)C(=O)c1cc(C#N)cs1	-5	0	.

Single records, from the list above.
`N#CCc1nn(-c2ccccc2)c(N)c1C#N` is listed as hcGAS lum: 0; NPYLR7 ag: 7; mcGAS inh: 0
`O=C1NC(=O)C(=Cc2cccc(Cl)c2Cl)S1` is listed as hcGAS lum: -3; NPYLR7 ag: 9; mcGAS inh: .

Source: PubChem BioAssay
